Screening data (PubChem BioAssay)
NPY-Y2 antag: antagonists of human neuropeptide Y receptor Y2; NPY-Y2 expressing cells, antagonist mode; inhibition, % at 2.7 µM; actives 0.99% (n = 140,000); AID 793; in the data active = inhibition above about 17%;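 also: 0% = vehicle with agonist challenge and 100% = reference antagonist with challenge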
Target sequence (P49146 whole entry, looked up): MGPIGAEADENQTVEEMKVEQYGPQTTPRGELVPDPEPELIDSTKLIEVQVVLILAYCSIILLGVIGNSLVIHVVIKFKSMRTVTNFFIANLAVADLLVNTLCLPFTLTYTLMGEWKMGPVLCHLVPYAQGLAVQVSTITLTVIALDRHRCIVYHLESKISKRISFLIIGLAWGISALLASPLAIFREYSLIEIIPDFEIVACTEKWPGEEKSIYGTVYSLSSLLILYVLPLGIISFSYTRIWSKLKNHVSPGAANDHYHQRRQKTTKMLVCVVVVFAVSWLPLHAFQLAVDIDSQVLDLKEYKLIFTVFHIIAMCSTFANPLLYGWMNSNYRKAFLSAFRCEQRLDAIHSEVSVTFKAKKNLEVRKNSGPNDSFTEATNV
MRP-1 activ: MRP-1 activation. H69AR cells + doxorubicin, viability rescue, CellTiter-Glo. viability increase, % at 10 µM. actives 0.61% (n = 140,000);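 active = viability gain under doxorubicin at or above a set limit, the compound median plus 3 SD, cut at about 4.7% in these data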;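 also: MRP-1 overexpressing cells given doxorubicin 25 µM after compound pretreatment; 18-22 h compound pretreatment then 72 h with doxorubicin before readout; 0% = doxorubicin-only wells and 100% = vehicle-treated cells without doxorubicin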
Measles CPE: protection of cells from measles virus; AID 841; actives 1.5% (n = 140,000); Measles virus-infected cells, CPE protection, absorbance; protection (pct of control), % at 4 µM; in the data active = protection mostly above about 24%, no sharp cut-off; inactive = mostly below about 26%; also: some compounds called inactive have numbers as strong as hits
Yeast lifespan up: extends the lifespan of yeast; AID 775; actives 0.68% (n = 130,000); S. cerevisiae growth with nicotinamide, OD615; deaD strain in restrictive glucose medium; inhibition of the nicotinamide effect, % at 10 µM;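 active = inhibition above a set limit, placed 3 SD over the median of all compounds, cut at about 26% in these data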;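 also: 0% = nicotinamide-treated wells and 100% = cells grown without nicotinamide; some compounds called inactive have numbers as strong as hits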
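Test system: DeaD-strain S. cerevisiae / Buffer or medium: restrictive glucose medium / Also added: nicotinamide 1.5 mM / Doses: one concentration, 10 µM, DMSO 0.25% / Schedule: 48 h at 30 °C / Signal: OD615 measurement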
Phagocyt inh: blocks phagocytosis by macrophages | J774A.1 macrophage IgG-bead phagocytosis, imaging | inhibition, % at 5 µM | actives 0.07% (n = 110,000);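 active = inhibition above the mean of the plate negative controls plus 5 SD, cut at about 13% in these data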;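 also: phagocytic index as fraction of beads internalized from green versus red external bead signal; plate controls were DMSO negative control for no effect and cytochalasin-D positive control for full effect; some results beyond the cut were filed as inactive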
GALR2 antag: antagonists of human galanin receptor 2 (GALR2); GALR2-expressing cells, antagonist mode; actives 0.39% (n = 140,000); AID 828; inhibition, % at 4 µM; in the data active = inhibition above about 27%;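 also: cells stimulated with galanin 1-16 at roughly its EC80; 0% = agonist challenge control and 100% = basal control without agonist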
Yeast growth inh: chemicals that inhibit yeast BB579 growth in restrictive medium (lifespan-shortening candidates) | actives 0.51% (n = 140,000) | inhibition, % at 10 µM | S. cerevisiae BB579 growth, OD615, 48 h;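 active = inhibition above a set limit, 3 SD over the mean compound inhibition, cut at about 44% in these data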; also: inactives centre near -24
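System: DeaD yeast strain BB579; buffer or medium: CSMM-D dextrose restrictive medium; technique: OD at 615 nm; schedule: 4 h cell preincubation, 48 h compound exposure, 30 °C humidified; doses: single 10 µM dose; controls: amphotericin B 10 µg/mL, positive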
E-sel TNF inh: blocks E-selectin expression induced by TNF alpha; HUVEC TNFa-induced E-selectin immunofluorescence, high content; inhibition, % at 2 µM; actives 0.71% (n = 120,000);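 active = inhibition above the batch mean plus 3 SD, and confirmed as a hit on visual image review, cut at about 43% in these data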;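 also: 0% = TNF-stimulated DMSO wells and 100% = unstimulated control wells; not every result past the cut was called active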
bCat KO growth: beta-catenin-lacking colon tumor cell growth suppression; HCT116 beta-catenin knockout viability, CellTiter-Glo, 60 h; active compounds read low; viability, % at 10 µM; actives 1.5% (n = 140,000); AID 818;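 active = viability at or under a set limit, the compound median less 4 SD, cut at about 6% in these data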;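 also: 0% = Hyamine 1622 control at 20 µM and 100% = untreated cell control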
PTEN del growth: suppresses growth of cells with PTEN deletion | HCT116 PTEN-null viability, CellTiter-Glo, 60 h; active compounds read low | viability, % at 10 µM | actives 1.2% (n = 140,000) | AID 827;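 active = viability at or below a set limit, 4 SD under the median of all tested compounds, cut at about 3.7% in these data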;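 also: PTEN knockout HCT116 line with beta catenin targeted HCT116 as companion control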
* marks the source's active call; other numbers are inactive results; . = no result given.

entry	Structure	NPY-Y2 antag	MRP-1 activ	Measles CPE	Yeast lifespan up	Phagocyt inh	GALR2 antag	Yeast growth inh	E-sel TNF inh	bCat KO growth	PTEN del growth
1	Cc1ccc(C(=O)/C=C/c2cn(CC(O)CN3CCOCC3)c3ccccc23)cc1 (stereo not given)	3	-4.9	13	-4	-3	2	-1	.	37	46
2	O=c1c2ccccc2ncn1-c1ccc2c(c1)OCCO2	-1	-2.3	9	-4	2	5	4	20	87	89
3	Cc1cc(Cl)ccc1NC(=S)NCCN1CCOCC1	4	-3.4	5	1	-4	6	-13	-24	86	87
4	O/N=C1/CCCCC1c1ccccn1 (stereo not given)	0	-0.9	1	-11	.	-4	0	.	105	96
5	O=C(NCc1ccccc1)c1ccc2c(c1)C(=O)N(Cc1ccncc1)C2=O	1	-1.8	14	-3	1	-4	-44	-12	89	101
6	CC(C)[C@H](NC(=O)c1ccccc1)C(=O)OCC(=O)Nc1ccc(Cl)cc1C(F)(F)F	3	1.7	2	4	-2	-2	-7	-20	93	98
7	COc1cccc(OCCOCC(O)CN2CCN(Cc3ccc(Cl)cc3)CC2)c1 (stereo not given)	5	-3.1	9	6	-12	6	-32	.	72	76
8	CC(C)NC(=O)C(=O)NNC(=O)C12CC3CC(CC(C3)C1)C2	0	-1.5	9	.	.	-19	-22	.	88	89
9	O=C(CSc1ncnc2c1cnn2-c1ccccc1)Nc1ccccc1	3	-0.1	11	-16	.	-2	-49	-39	59	65
10	O=C(CSc1ncnc2sc3c(c12)CCCCC3)NCc1ccco1	8	-3.5	4	-5	.	-28	-3	7	27	27
11	O=C(CNC(=O)c1ccco1)Nc1cc(Cl)ccc1N1CCOCC1	2	-2.5	2	-6	3	3	-12	-6	83	79
12	COc1ccc(NC(=O)CN2CCN(C3c4ccccc4-c4ccccc43)CC2)cc1	4	-2.2	5	-20	1	4	-10	-30	81	73
13	COc1ccc(N/C(N)=N/c2nc(CSc3ccc(C)cc3)cc(=O)[nH]2)cc1	3	-2.1	3	1	.	-1	-44	.	83	82
14	Clc1ccc(Cn2nnc(-c3ccc(CN4CCOCC4)cc3)n2)cc1	7	3.3	3	8	0	-1	-42	-3	91	88
15	Cc1ccc(C2NC(=O)c3c(sc4c3CCN(C)C4)N2)o1 (stereo not given)	-1	-2.1	6	-22	1	8	2	.	91	90
16	CSCCC(NC(=O)c1ccco1)C(=O)NCc1ccc(F)cc1 (stereo not given)	2	0.5	6	-9	0	5	-6	-12	88	106
17	CCn1c(Cc2ccccc2)nnc1SCC(=O)NC1CC1	0	2.8	4	.	.	-1	-28	18	98	103
18	COC(=O)c1ccc(NC(=O)CN2CCCC2)cc1	3	0.0	1	-8	0	2	3	-8	99	115
19	O=C(c1cnc2n(c1=O)CCS2)N1CCN(C(c2ccccc2)c2ccc(Cl)cc2)CC1 (stereo not given)	0	-4.0	3	-7	0	4	9	.	62	59
20	CCOc1ccc(-n2nnnc2-c2nc3ccccc3s2)cc1	9	-4.9	26*	-1	0	-2	-3	.	3.3*	3.1*
21	Cc1nn(-c2nc3ccccc3s2)c(N)c1-c1ccc(Cl)cc1	0	-0.5	4	.	.	0	-17	-4	76	84
22	CC1(C)Cc2c(sc3c2c(=N)n(Cc2ccco2)c(=O)n3CC(=O)Nc2ccccc2)CO1	8	2.0	8	-9	-1	-8	-69	.	77	59
23	Cc1nn(Cc2ccc(C(=O)Nc3ccc(C(=O)OC(C)C)cc3)o2)c(C)c1Cl	1	-1.6	8	-9	1	5	-37	-64	36	29
24	Cc1ccc(C)c(NS(=O)(=O)c2cc(C(=O)Nc3ccccc3-c3ccccc3)ccc2C)c1	22*	-4.0	21	-6	.	-7	-35	36	46	35
25	COc1ccc(/C=C(\C#N)C(=O)OCC(=O)Nc2c(C)cccc2C(C)C)cc1	5	0.8	26	-4	1	-4	-45	.	93	96
26	CCCCNC(=O)N1CCOCCOCCN(C(=O)NCCCC)CCOCCOCC1	0	0.1	17	-1	0	-4	-10	-1	99	91
27	CC1CN(C(=O)CN2C(=O)c3ccccc3S2(=O)=O)CC(C)O1 (stereo not given)	-1	0.7	11	-6	0	-7	4	.	104	107

From no. 16 up to 27, copied from above:
entry	Structure	NPY-Y2 antag	MRP-1 activ	Measles CPE	Yeast lifespan up	Phagocyt inh	GALR2 antag	Yeast growth inh	E-sel TNF inh	bCat KO growth	PTEN del growth
16	CSCCC(NC(=O)c1ccco1)C(=O)NCc1ccc(F)cc1 (stereo not given)	2	0.5	6	-9	0	5	-6	-12	88	106
17	CCn1c(Cc2ccccc2)nnc1SCC(=O)NC1CC1	0	2.8	4	.	.	-1	-28	18	98	103
18	COC(=O)c1ccc(NC(=O)CN2CCCC2)cc1	3	0.0	1	-8	0	2	3	-8	99	115
19	O=C(c1cnc2n(c1=O)CCS2)N1CCN(C(c2ccccc2)c2ccc(Cl)cc2)CC1 (stereo not given)	0	-4.0	3	-7	0	4	9	.	62	59
20	CCOc1ccc(-n2nnnc2-c2nc3ccccc3s2)cc1	9	-4.9	26*	-1	0	-2	-3	.	3.3*	3.1*
21	Cc1nn(-c2nc3ccccc3s2)c(N)c1-c1ccc(Cl)cc1	0	-0.5	4	.	.	0	-17	-4	76	84
22	CC1(C)Cc2c(sc3c2c(=N)n(Cc2ccco2)c(=O)n3CC(=O)Nc2ccccc2)CO1	8	2.0	8	-9	-1	-8	-69	.	77	59
23	Cc1nn(Cc2ccc(C(=O)Nc3ccc(C(=O)OC(C)C)cc3)o2)c(C)c1Cl	1	-1.6	8	-9	1	5	-37	-64	36	29
24	Cc1ccc(C)c(NS(=O)(=O)c2cc(C(=O)Nc3ccccc3-c3ccccc3)ccc2C)c1	22*	-4.0	21	-6	.	-7	-35	36	46	35
25	COc1ccc(/C=C(\C#N)C(=O)OCC(=O)Nc2c(C)cccc2C(C)C)cc1	5	0.8	26	-4	1	-4	-45	.	93	96
26	CCCCNC(=O)N1CCOCCOCCN(C(=O)NCCCC)CCOCCOCC1	0	0.1	17	-1	0	-4	-10	-1	99	91
27	CC1CN(C(=O)CN2C(=O)c3ccccc3S2(=O)=O)CC(C)O1 (stereo not given)	-1	0.7	11	-6	0	-7	4	.	104	107
